Compound activity: PubChem BioAssay, National Center for Advancing Translational Sciences (NCATS)
D1 antagonist = Antagonist of Human D 1 Dopamine Receptor: qHTS; D(1A) dopamine receptor (Homo sapiens), P21728; HEK293 TREx D1 cells, calcium flux, dopamine EC80; hits give low values; activity change, negative = inhibition, % at 10 µM; 360,000 compounds, 3.2% hits; AID 504652, 2011; in the data active = activity change below about -30%; also: % is scaled to controls: 0 for no effect and ±100 for the full control effect
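Cells carrying a force-coupled, tetracycline-inducible human D1 receptor report calcium flux. Each well gets a 10 s baseline, compound with 180 s monitoring, then an EC80 dopamine stimulus with a second 180 s kinetic read.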
GRP78 ERSR act = qHTS for Inducers of the Endoplasmic Reticulum Stress Response (ERSR) in Human Glioma: qHTS | U87-MG GRP78 promoter luciferase reporter, 16 h | 420,000 compounds, 0.02% hits | AID 602332, 2012 | Potency, µM, without a hit: at the highest dose activation, usual class: activators; also: potency is read from the fitted curve at half-maximal effect; series mostly up to about 76 µM; % of control where 0% means no effect; nearly all actives have a fitted effect of over 35% in size
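ERSR induction read as luciferase luminescence (Bright-Glo, 10 min at room temperature) in stably transfected human U87-MG glioma cells exposed to compounds for 16 h, using GRP78 as sensor.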
RXFP1 agonist = qHTS Assay for Agonists of the Relaxin Receptor RXFP1 | Potency, µM (titrated, usually from 57.5 µM), for the others: top-dose activation, actives largely listed as activators | HEK293T-RXFP1 cAMP TR-FRET, 30 min; response scale: percent of porcine relaxin response, buffer zero | Relaxin receptor 1 (Homo sapiens), Q9HBX9 | 370,000 compounds, 0.3% hits | AID 2676, 2010; also: potency is read from the fitted curve at half-maximal effect; % is scaled to controls: 0 for no effect and ±100 for the full control effect; nearly all actives have a fitted effect of over 60% in size; many of its hits are not listed in these tables
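HEK293 cells stably expressing RXFP1, treated 30 min at 37C with compounds plus PDE4 inhibitor Ro 20174; cAMP measured by HTRF TR-FRET. Normalized to buffer and 29 nM porcine relaxin; EC50 by Hill fit.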
D1 PAM = Potentiators of Human D1 Dopamine Receptor: qHTS. HEK293 TREx D1 cells, calcium flux, dopamine EC20 potentiation. AID 504651, 2011. 360,000 compounds, 0.036% hits. D(1A) dopamine receptor (Homo sapiens), P21728. potentiation, % at 10 µM; in the data active = potentiation above about 30%; also: 0% is about no effect
Vif-APOBEC3G blk = qHTS for Inhibitors of Vif-A3G Interactions: qHTS; DNA dC->dU-editing enzyme APOBEC-3G (Homo sapiens), Q9HC16; HeLa A3G-eYFP + Vif (tagged APOBEC3G with the HIV-1 protein that degrades it), YFP fluorescence, overnight; AID 602310, 2012; Potency, µM (top dose mostly 46.1 µM), for the others: at the highest dose activity, negative = active, usual class: inhibitors; 410,000 compounds, 0.076% hits;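 also: potency is read from the fitted curve at half-maximal effect; % is scaled to controls: 0 for no effect and ±100 for the full control effect; nearly all actives have a fitted effect of over 60% in size; hits raise eYFP signal because A3G escapes Vif-driven loss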
Target sequence (Q9HC16 whole entry, looked up): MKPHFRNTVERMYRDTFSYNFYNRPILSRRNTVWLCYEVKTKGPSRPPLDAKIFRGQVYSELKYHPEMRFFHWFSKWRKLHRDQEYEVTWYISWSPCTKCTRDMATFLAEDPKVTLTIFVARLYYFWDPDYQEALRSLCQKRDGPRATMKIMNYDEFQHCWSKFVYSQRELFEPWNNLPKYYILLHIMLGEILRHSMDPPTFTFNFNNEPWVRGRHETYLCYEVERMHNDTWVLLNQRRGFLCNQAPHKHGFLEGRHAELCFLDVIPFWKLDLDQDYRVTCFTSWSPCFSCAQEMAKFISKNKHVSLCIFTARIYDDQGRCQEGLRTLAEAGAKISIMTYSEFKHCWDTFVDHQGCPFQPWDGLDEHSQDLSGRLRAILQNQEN
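Read-out is eYFP fluorescence (Ex 488/Em 500-530) from Vif-expressing HeLa A3G-eYFP cells; more signal means A3G escaped Vif-mediated degradation. Cells plated overnight, compound pinned in, incubated overnight at 37 deg C.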
D1 ag = Allosteric Agonists of the Human D1 Dopamine Receptor: qHTS | HEK293 T-REx D1 cells, calcium flux, agonist mode | activation, % at 2 µM | 360,000 compounds, 1% hits; in the data active = activation above about 30%; also: 0% is about no effect
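Agonism was scored from calcium flux recorded over 180 s (1 read/s) after pintool compound addition, following a 10-cycle baseline. Cells were inducible force-coupled HEK293 TREx D1, plated overnight at 30 C and loaded with no-wash calcium dye.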
Vif-APOBEC3F blk = qHTS for Inhibitors of Vif-A3F Interactions: qHTS. Potency, µM (highest dose often 46.1 µM), for inactives: top-dose activity, negative = active. HeLa A3F-eYFP + Vif (tagged APOBEC3F with the HIV-1 protein that degrades it), YFP fluorescence increase. 390,000 compounds, 0.2% hits; also: potency is read from the fitted curve at half-maximal effect; % of control where 0% means no effect; nearly all actives have a fitted effect of over 65% in size
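HeLa cells stably expressing A3F-eYFP plus Vif, plated and incubated overnight at 37 deg C, then exposed to compounds overnight at 37 deg C. Blocked degradation read as raised yellow fluorescence (Ex 488/Em 500-530).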
D2 PAM = HTS Assay for Positive Allosteric Modulators of the Human D2 Dopamine Receptor: Primary Screen for Potentiators. D(2) dopamine receptor (Homo sapiens), P14416. HEK293 T-REx D2, calcium flux, EC20 dopamine potentiation. potentiation, % at 10 µM. 340,000 compounds, 0.34% hits. AID 485347, 2010;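 active = potentiation over 3 SD above the plate norm, cut at about 30% in these data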; also: 0% is about no effect
Target sequence (P14416 whole entry, looked up): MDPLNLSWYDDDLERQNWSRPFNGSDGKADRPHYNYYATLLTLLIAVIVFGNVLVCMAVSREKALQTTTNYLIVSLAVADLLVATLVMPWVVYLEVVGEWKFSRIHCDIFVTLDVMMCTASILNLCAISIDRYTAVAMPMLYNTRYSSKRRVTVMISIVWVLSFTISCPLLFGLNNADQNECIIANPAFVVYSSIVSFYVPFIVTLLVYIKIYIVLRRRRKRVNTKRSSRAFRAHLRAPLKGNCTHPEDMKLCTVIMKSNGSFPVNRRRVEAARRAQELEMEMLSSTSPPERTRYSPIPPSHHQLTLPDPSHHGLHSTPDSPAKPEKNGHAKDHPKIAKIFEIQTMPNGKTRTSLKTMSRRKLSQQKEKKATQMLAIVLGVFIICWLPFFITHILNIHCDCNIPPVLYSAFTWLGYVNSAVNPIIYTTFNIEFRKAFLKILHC
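Calcium flux readout, no-wash dye, 1 read/s. Inducible HEK293 Trex D2 line, overnight 30 C. Compound alone 180 s (agonist flags), then EC20 dopamine, another 180 s to score potentiation.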
LDHA block = qHTS assay for inhibitors of human lactate dehydrogenase | L-lactate dehydrogenase A chain (Homo sapiens), P00338 | purified LDHA, NADH/diaphorase-resazurin fluorescence; hits give low values | activity change, % (values are at about 110 or 230 µM) | 480,000 compounds, 0.15% hits; in the data active = activity change below about -30%; inconclusive = mostly about -25% to -30%;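 also: plate controls were DMSO wells for no effect and wells without enzyme for full effect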
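LDH5 2 nM; NADH 0.06 mM, pyruvate 0.2 mM; 200 mM Tris pH 7.4, EDTA, Tween-20; 5 min RT. Detection: diaphorase 0.133 mg/mL + resazurin 37 µM, fluorescence ex540/em590 at 0 and 20 min; normalized to enzyme-free and DMSO wells.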
* = called active by the depositor; ? = inconclusive; · = not tested or not shown; & = joins results of further samples. Unless noted, calls follow the shape of the dose curve; as a rule, active = well fitted curve in the direction sought with a large enough effect; inconclusive = small, poorly fitted or top-dose-only effect, or another doubt; inactive = no such curve, though single readings can be large; an effect the other way counts as inactive or inconclusive. Not all compounds are listed; rates above refer to the full screens.

1) Cc1cc(Cl)c2oc(C(=O)N(C)CC3CCOCC3)c(C)c2c1
2) COc1ccc(OC)c(NC(=O)C2=C(C)C(=O)OC23CCN(C(C)C)CC3)c1
3) C[C@@]12CC(=O)NC1N(C(=O)c1cccc(C(F)(F)F)c1)C(c1ccccc1O)C2 (stereo partly drawn)
4) CCCCN(CC)C(=O)Cc1cn(C)c2ccccc12
5) CCCN(C(=O)c1ccc2c(SCC(=O)O)c3c(nc2c1)CCC3)c1cccc(C)c1
6) COc1ccc(CNC(=O)CCCc2cn(C)c3ccccc23)c(OC)c1
assay / compound	1	2	3	4	5	6
D1 antagonist	7	-5	·	8	-39*	8
GRP78 ERSR act	4%	-1%	-4%	-2%	7%	-1%
RXFP1 agonist	0.8%	-0.2%	-1.1%	0.0%	-1.6%	3.5%
D1 PAM	-2	0	-2	4	-5	0
Vif-APOBEC3G blk	-2%	2%	0%	2%	2%	-2%
D1 ag	6	1	0	2	0	-5
Vif-APOBEC3F blk	3%	7%	-11%	·	-1%	12%
D2 PAM	9	-8	-4	-2	-4	7
LDHA block	-1	8	-2	-1	-5	-4

Single records, from the list above. Order of screens: D1 antagonist	GRP78 ERSR act	RXFP1 agonist	D1 PAM	Vif-APOBEC3G blk	D1 ag	Vif-APOBEC3F blk	D2 PAM	LDHA block
Listed for CCCN(C(=O)c1ccc2c(SCC(=O)O)c3c(nc2c1)CCC3)c1cccc(C)c1 : -39*	7%	-1.6%	-5	2%	0	-1%	-4	-5
Listed for CCCCN(CC)C(=O)Cc1cn(C)c2ccccc12 : 8	-2%	0.0%	4	2%	2	·	-2	-1
Listed for COc1ccc(CNC(=O)CCCc2cn(C)c3ccccc23)c(OC)c1 : 8	-1%	3.5%	0	-2%	-5	12%	7	-4

Next part.
7) Cc1ccc(CNC(=O)CCCn2nc(C)n3c(cc4sccc43)c2=O)cc1
8) Cc1ccc(NC(=S)N2CCCC2)cc1
9) CC(C)(C)c1cc(NC(=O)c2ccco2)no1
10) COc1ccccc1CNC(=O)NCc1noc2ccc(C)cc12
11) Cc1ccc(S(=O)(=O)N/N=C\c2ccccc2OCc2ccccc2)cc1
12) COC(=O)c1sc2ccccc2c1-n1cccc1C(=O)C(=O)Nc1ccc(Cl)cc1
assay / compound	7	8	9	10	11	12
D1 antagonist	-2	-1	-1	-6	·	-3
GRP78 ERSR act	-3%	3%	-11%	-2%	-1%	-1%
RXFP1 agonist	8.2%	0.0%	0.2%	0.9%	-0.7%	-0.5%
D1 PAM	-4	-2	-1	4	·	1
Vif-APOBEC3G blk	-3%	0%	-1%	-3%	?	-10%
D1 ag	0	0	4	3	·	5
Vif-APOBEC3F blk	0%	1%	1%	0%	-15%	4%
D2 PAM	4	11	-2	-11	·	-11
LDHA block	-5	-8	-6	-11	-3	-2

13) O=C(NC1CCCC1)c1ccc(CSc2nc3ccncc3n2Cc2ccccc2F)cc1
14) Cc1c[n+](CC(=O)c2ccccc2)cs1
15) O=C(NNC(=O)c1ccc(S(=O)(=O)N2CCOCC2)cc1)c1ccccc1
16) C[C@]12CCC(=O)C=C1C=C[C@@H]1[C@@H]2CC[C@@]2(C)[C@H]1CC[C@@]21CCC(=O)O1
17) COc1ccccc1C1/C(=C(\O)c2ccc3c(c2)OCCO3)C(=O)C(=O)N1Cc1cccnc1 (stereo not drawn)
18) CCOC(=O)C1(CC)CC(CSc2nc3ccccc3[nH]2)OC1=O (stereo not drawn)
assay / compound	13	14	15	16	17	18
D1 antagonist	-22	0	-3	-34*	-4	0
GRP78 ERSR act	-1%	-2%	0%	1%	2%	-2%
RXFP1 agonist	0.1%	-3.8%	0.3%	0.4%	?	-1.1%
D1 PAM	-1	-7	-3	-6	4	-2
Vif-APOBEC3G blk	3%	-1%	-1%	4%	1%	0%
D1 ag	2	3	2	2	1	1
Vif-APOBEC3F blk	1%	5%	?	-7%	13%	-2%
D2 PAM	4	8	-7	8	-7	0
LDHA block	-7	2	-3	-6&0	-3	1

19) Cc1oc(-c2ccccc2Cl)nc1CSCC(=O)O
20) COc1ccc2cc(CO)n(C)c2c1
21) CC(C)(C)n1nnnc1C(c1cccs1)N1CCN(Cc2ccccc2)CC1 (stereo not drawn)
22) CC1CN(S(=O)(=O)c2cccc3nsnc23)CC(C)O1 (stereo not drawn)
23) CC1(C)Cc2c(cnn2-c2cccc(F)c2)C(NC(=O)c2cc[n+]([O-])cc2)C1 (stereo not drawn)
24) COc1ccc(NC(=O)/C=C/c2cccc(C(F)(F)F)c2)cn1
assay / compound	19	20	21	22	23	24
D1 antagonist	-7	·	1	-15	29	2
GRP78 ERSR act	-8%	-5%	-4%	-3%	-4%	-1%
RXFP1 agonist	6.3%	0.1%	0.4%	1.5%	-2.7%	-4.3%
D1 PAM	-3	-1	8	-5	7	-4
Vif-APOBEC3G blk	3%	1%	0%	-4%	-4%	0%
D1 ag	3	0	1	-1	1	5
Vif-APOBEC3F blk	1%	-4%	-2%	-1%	1%	6%
D2 PAM	-7	7	0	-8	-3	-24
LDHA block	-15	-1	-8	1	-1	2

25) Nn1c(Cc2ccccc2)nc2sc3c(c2c1=O)CCC3
26) CCC1(C)Cc2ccccc2-c2nc[nH]c(=O)c21 (stereo not drawn)
27) CCCCN1Cc2ccccc2Oc2cc(Br)ccc2S1(=O)=O
28) Cn1c(=O)[nH]c(=O)c2c1nc(N1CCCCCC1)n2CCOc1ccccc1
29) Cc1cccc(C)c1NC(=S)N(CCCN1CCN(C)CC1)Cc1cccs1
30) Cn1c(=O)cc(OCCCC(=O)Nc2ccc3c(c2)OCCO3)c2ccccc21
assay / compound	25	26	27	28	29	30
D1 antagonist	10	-14	·	2	-5	-6
GRP78 ERSR act	0%	-6%	-4%	-5%	-3%	-1%
RXFP1 agonist	1.7%	1.2%	·	-1.1%	0.4%	-0.7%
D1 PAM	1	-9	·	5	-3	-7
Vif-APOBEC3G blk	-6%	0%	-3%	8%	-1%	-3%
D1 ag	1	0	·	2	1	0
Vif-APOBEC3F blk	-6%	-26%	7%	5%	6%	-6%
D2 PAM	-2	-8	·	3	·	-4
LDHA block	-14	-4	-2	-13	-9	-5

31) O=S(=O)(CS(=O)(=O)c1ccccc1)c1ccccc1
32) CC(C)OP(=O)(OC(C)C)C(C)NC(=O)Cc1ccccc1 (stereo not drawn)
33) Cn1cnnc1SCC(=O)N1CCc2ccccc21
34) COc1ccc(CN(C)CC(=O)NC(=O)NCc2ccccc2)c(OC)c1
35) Fc1cccc(COc2ccccc2C(=S)N2CCCC2)c1
36) COc1ccccc1CNS(=O)(=O)c1ccc2c(c1)NC(=O)CO2
assay / compound	31	32	33	34	35	36
D1 antagonist	·	-11	26	-55*	5	-1
GRP78 ERSR act	-3%	-4%	2%	1%	1%	-3%
RXFP1 agonist	·	0.4%	3.2%	-0.6%	3.0%	1.3%
D1 PAM	·	-4	9	-9	-3	2
Vif-APOBEC3G blk	4%	4%	-1%	-6%	-2%	4%
D1 ag	·	2	-2	-1	0	2
Vif-APOBEC3F blk	-12%	2%	-4%	-3%	-33%	-8%
D2 PAM	·	-3	6	5	9	9
LDHA block	-5	-5	-3	-12	0	-2

37) CCOC(=O)C1=C(N)OC2=C(C(=O)CC(C)(C)C2)C1C1CCCCC1 (stereo not drawn)
38) O=C(Nc1ccccc1)c1ccc(Cl)c(S(=O)(=O)Nc2ccccc2)c1
39) O=c1[nH]c2ccccc2cc1CN(c1ccccc1)S(=O)(=O)c1ccccc1
40) CCC(CC)C(=O)Nc1c(C(=O)N2CCN(c3ccccc3F)CC2)oc2ccccc12
41) CN(C)c1nc(-c2ccccn2)nnc1-c1ccccc1
42) CCC(=O)N1c2ccc(S(=O)(=O)N3CCN(CC)CC3)cc2CC1C (stereo not drawn)
assay / compound	37	38	39	40	41	42
D1 antagonist	16	7	-1	-15	-10	3
GRP78 ERSR act	-8%	0%	-5%	-4%	-4%	-1%
RXFP1 agonist	-0.2%	-0.2%	1.2%	-7.4%	1.1%	3.5%
D1 PAM	-8	-5	-6	-1	5	0
Vif-APOBEC3G blk	-2%	-2%	2%	4%	-6%	3%
D1 ag	2	0	3	-1	0	1
Vif-APOBEC3F blk	2%	-4%	-3%	-3%	-7%	2%
D2 PAM	2	-1	4	1	5	-16
LDHA block	1	-1	-3	-5	5	-10

43) OCCC1CN(Cc2cccc(-c3ccco3)c2)CCN1Cc1ccsc1 (stereo not drawn)
44) COc1ccc(Cc2[nH]n3c(=O)cc(C)nc3c2-c2ccccc2)cc1
45) CCOC(=O)c1c(C)[nH]c(CCC(=O)NCCCN2CCN(c3cccc(Cl)c3)CC2)c1C
46) CC(=O)N=c1ncn(CC(COC(C)=O)OC(C)=O)c2nc[nH]c12 (stereo not drawn)
47) CC1CCCCC12NC(=O)N(CC(=O)OCC(=O)Nc1ccc(F)cc1[N+](=O)[O-])C2=O (stereo not drawn)
48) Cc1coc(NC(=O)CSc2nc(-c3ccncc3)cc(C(F)(F)F)c2C#N)n1
assay / compound	43	44	45	46	47	48
D1 antagonist	5	10	-31*	3	·	2
GRP78 ERSR act	-6%	-7%	-2%	-2%	-5%	-4%
RXFP1 agonist	0.2%	2.3%	1.8%	2.7%	·	-2.1%
D1 PAM	-1	2	-5	4	·	-4
Vif-APOBEC3G blk	1%	0%	-3%	1%	-3%	?
D1 ag	4	5	7	2	·	22
Vif-APOBEC3F blk	-1%	-1%	0%	1%	2%	11µM*
D2 PAM	-14	-11	-22	-8	·	-10
LDHA block	-6	-3	-18	2	0	-9
